H37Rv inhibition: M. tuberculosis growth inhibition, HTS (AID 449762); inhibition, % at 25 µM, or IC50 in µM where a hit was titrated; M. tuberculosis H37Rv growth inhibition, 7H9 media; higher % means a stronger effect; 330,000 compounds, 0.59% hits; in the data active means a potency from the dose series; inconclusive means inhibition above about 70% without an active follow-up result;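 further: bacterial growth assessed after seven days of incubation; strong numbers were not always called active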
Salmonella PhoP GFP: Inhibition of PhoP regulon, Salmonella typhi GFP reporter cells, confirmation, 4 h (AID 1850). Salmonella Typhi PhoP-promoter GFP reporter, fluorescence, 4 h; higher % means a stronger effect. one-dose inhibition, % at 50 µM; IC50 in µM for titrated hits. 310,000 compounds, 0.33% hits; in the data active means a potency from the dose series; inconclusive means inhibition mostly from about 25% at the one dose, without a potency; inactive means the rest, 99 in 100 with inhibition below about 19%;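 further: 0% = induced wells with vehicle and 100% = uninduced wells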
influenza NS1A: H1N1 influenza NS1A inhibitors, functional cell based assay (AID 504329) | NS1A functional cell-based assay, percent inhibition; higher % means a stronger effect | inhibition, % at 12.5 µM, or IC50 in µM where a hit was titrated | 340,000 compounds, 0.3% hits; in the data active means a potency from the dose series; inconclusive means inhibition above about 27% without an active follow-up result; further: strong numbers were not always called active
inhibitors of VEEV: inhibitors of VEEV TC-83 cytopathic effect, confirmation, Vero cells (AID 588727); Vero cells, VEEV TC-83 cytopathic effect inhibition; higher % means a stronger effect; inhibition, % at 20 µM; hits with a dose series show IC50 in µM; 350,000 compounds, 0.13% hits; in the data active means a potency from the dose series; inconclusive means inhibition mostly from about 14% at the one dose, without a potency; inactive means the rest, 99 in 100 with inhibition below about 12%; further: strong numbers were not always called active
tuberculosis growth: growth inhibition of non-replicating M. tuberculosis (AID 488890) | Mycobacterium tuberculosis non-replicating, growth inhibition; higher % means a stronger effect | one-dose inhibition, % at 25 µM; IC50 in µM for titrated hits | 320,000 compounds, 0.39% hits; in the data active means a potency from the dose series; inconclusive means inhibition mostly from about 82% at the one dose, without a potency; inactive means the rest, 99 in 100 with inhibition below about 76%;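 further: plate controls were DMSO cells for no effect and high antibiotic wells for full effect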
inhibitors of VEEV 10K pilot screen: second read-out of inhibitors of VEEV, no call of its own (marks repeat the call); inhibition, %; measured here: 10K pilot screen inhibition
* hit, by the source's call; i = inactive; u = inconclusive; x = not tested or not shown; & = joins results of further samples.

SMILES	H37Rv inhibition	Salmonella PhoP GFP	influenza NS1A	inhibitors of VEEV	tuberculosis growth	others
CN1CCN(C(=O)c2ccc3c(c2)N(Cc2cccc(Cl)c2)C(=O)c2ccccc2S3(=O)=O)CC1	1%	-14%	6%	i	-4%
C=CCn1c(=O)c2ccccc2n2c(SCC(=O)NCC)nnc12	-2%	-6%	-2%	1.4%	-19%
NC(=O)CN1CCOCCOCCOCCOCCOCC1	-6%	-3%	17%	i	-8%	inhibitors of VEEV 10K pilot screen=3.5
Cc1ccc(S(=O)(=O)Nc2nc(C)c(C(=O)NNS(=O)(=O)c3ccccc3)s2)cc1	20%	11%	-11%	1.1%	11%
COc1ccc(NC(=O)CN(C)CC(=O)NCC(=O)Nc2ccc(F)cc2)cc1	10%	1%	-14%	1.0%	-26%
O=C(CCCc1ccccc1)NC1CCSC1=O (stereo not drawn)	-3%	-4%	-2%	0.2%	15%
CCOc1cc(C2/C(=C(\O)c3cc(C)ccc3C)C(=O)C(=O)N2CCN(C)C)ccc1O (stereo not drawn)	-6%	-7%	-1%	1.9%	3%
CCC1CCCCN1C(=O)c1noc(C(C)C)c1[N+](=O)[O-] (stereo not drawn)	3%	3%	-2%	i	3%
COC(=O)c1sc(-c2ccc(C(C)(C)C)cc2)cc1NC(=O)c1ccccc1C(=O)O	22%	-9%	2%	3.1%	48%
Cc1ccc(NC(=S)/C(=C(\[O-])c2ccc(C)c([N+](=O)[O-])c2)[n+]2ccccc2)cc1C	-6%	-9%	x	x	26%
C=CCN(C(=O)c1cccc(C(F)(F)F)c1)C1(C(=O)Nc2ccccc2)CCN(C(C)C)CC1	-6%	6%	23%	0.1%	2%
COC(=O)C1=C(C)C(c2ccc(OC)cc2OC)NC(=O)N1 (stereo not drawn)	6%	0%	-11%	1.3%	1%
Cc1cccc(NC(=O)CSc2nc3nc(C)cc(C)n3n2)c1	1%	14%	8%	0.6%	-13%
COc1ccccc1NS(=O)(=O)c1cccc(NC(=O)Nc2ccc(Cl)cc2)c1	-2%	-2%	-1%	9.9%	37%
Cc1cc(OC(C)C(=O)N/N=C/CC(C)c2ccccc2)ccc1Cl (stereo not drawn)	-5%	12%	13%	0.6%	-15%
CCOC(=O)c1ccccc1NC(=O)Cc1ccc(S(=O)(=O)N2CCCC2)s1	4%	x	2%	4.3%	16%
CCN1CCN(C(=S)Nc2ccsc2C(=O)OC)CC1	0%	2%	-4%	i	-9%
O=C(Oc1c(-c2ccccc2)c(=O)n2c3c(cccc13)CC2)c1ccc(Cl)cc1	-1%	7%	-21%	2.6%	-24%
O=C(NC(=S)NNS(=O)(=O)c1ccc(Cl)cc1)c1cccnc1	-2%	12%	x	2.7%	-13%
CCNCc1ccc(OCc2cccs2)c(OCC)c1	-2%	7%	8%	0.9%	-1%

Gathered by group: the entries above with an aryl thioether with sulfur outside any ring (two)
SMILES	H37Rv inhibition	Salmonella PhoP GFP	influenza NS1A	inhibitors of VEEV	tuberculosis growth	others
C=CCn1c(=O)c2ccccc2n2c(SCC(=O)NCC)nnc12	-2%	-6%	-2%	1.4%	-19%
Cc1cccc(NC(=O)CSc2nc3nc(C)cc(C)n3n2)c1	1%	14%	8%	0.6%	-13%

Additional results
SMILES	H37Rv inhibition	Salmonella PhoP GFP	influenza NS1A	inhibitors of VEEV	tuberculosis growth	others
CCOC(=O)N1CCC(NC(=O)CSCc2nc(-c3ccc(C)cc3)oc2C)CC1	5%	1%	-2%	1.6%	10%
CC1C2Cn3c(nc4ccccc43)C1N(C(C)C)O2 (stereo not drawn)	-7%	-2%	0%	0.3%	-23%
CCOc1ccc(NC(=O)C2CCCN(S(=O)(=O)c3c(C)nn(C)c3C)C2)cc1 (stereo not drawn)	-8%	-12%	-14%	0.7%	24%
Cc1ccc2cc3c(nc2c1)N(Cc1ccco1)CC3	2%	16%	-5%	i	11%
Cc1cccc(NC(=O)CSc2nccn2Cc2ccco2)c1	-22%	-1%	-8%	i	45%
CN1C(C(=O)N2CCC3(CC2)OCCO3)=CC(c2ccc(F)cc2)=NS1(=O)=O	2%	-20%	-1%	1.1%	5%
COCCNC(=O)CN1c2ccccc2CC1C (stereo not drawn)	-6%	-1%	7%	2.0%	1%
CC(NC(=O)CCNS(=O)(=O)c1ccccc1)c1ccccc1 (stereo not drawn)	3%	6%	1%	i	-2%
COc1ccc(/C(O)=C/Sc2nnc(Cc3ccccc3)o2)cc1	26µM*	-1%	0%	2.5%	32%
Cc1ccc(/C=C/C(=O)Nc2cc(S(=O)(=O)N3CCOCC3)ccc2N2CCOCC2)cc1	-4%	x	-1%	i	1%
COC(=O)c1cn(C(=O)c2ccc(C)cc2)c2ccccc12	0%	-11%	0%	0.0%	-11%
COc1cccc(C(=O)Nc2ccc(C(=O)NCC3CCCO3)cc2)c1 (stereo not drawn)	9%	2%	1%	1.9%	-5%
CC(Sc1nnc(C2CC2)n1C1CC1)C(=O)NCc1cccs1 (stereo not drawn)	x	x	-3%	3.4%	x
COc1cc(CNn2nnnc2N)ccc1OCC(=O)NC(C)(C)C	2%	-3%	-9%	0.2%	7%
O=C(Nc1cccc(NC(=O)c2ccccc2Cl)c1)c1ccco1	-1%	-13%	-3%	7.3%	0%
O=S(=O)(Nc1ccc(Cc2ccncc2)cc1)c1ccc(Cl)s1	11%	-17%	-8%	0.8%	49%
Cc1ccc(C(=O)n2cnc3ccccc32)cc1C	10%	-11%	19%	i	10%
O=C(NC(C(=O)O)c1ccccc1)c1ccc(S(=O)(=O)N2CCOCC2)cc1 (stereo not drawn)	-6%	-5%	-7%	i	-4%
C=CCc1cccc2cc(C(=O)Nc3ccc(NC(C)=O)cc3)c(=O)oc12	3%	8%	13%	1.1%	-1%
CC/C(C)=C1/NC(=O)NC1=O	x	x	0%	5.8%	x

In the list so far, seven have a Cl atom.
SMILES	H37Rv inhibition	Salmonella PhoP GFP	influenza NS1A	inhibitors of VEEV	tuberculosis growth	others
CN1CCN(C(=O)c2ccc3c(c2)N(Cc2cccc(Cl)c2)C(=O)c2ccccc2S3(=O)=O)CC1	1%	-14%	6%	i	-4%
COc1ccccc1NS(=O)(=O)c1cccc(NC(=O)Nc2ccc(Cl)cc2)c1	-2%	-2%	-1%	9.9%	37%
Cc1cc(OC(C)C(=O)N/N=C/CC(C)c2ccccc2)ccc1Cl (stereo not drawn)	-5%	12%	13%	0.6%	-15%
O=C(Oc1c(-c2ccccc2)c(=O)n2c3c(cccc13)CC2)c1ccc(Cl)cc1	-1%	7%	-21%	2.6%	-24%
O=C(NC(=S)NNS(=O)(=O)c1ccc(Cl)cc1)c1cccnc1	-2%	12%	x	2.7%	-13%
O=C(Nc1cccc(NC(=O)c2ccccc2Cl)c1)c1ccco1	-1%	-13%	-3%	7.3%	0%
O=S(=O)(Nc1ccc(Cc2ccncc2)cc1)c1ccc(Cl)s1	11%	-17%	-8%	0.8%	49%

Following part
SMILES	H37Rv inhibition	Salmonella PhoP GFP	influenza NS1A	inhibitors of VEEV	tuberculosis growth	others
CCn1nnnc1SCC(=O)N(C1CCCCC1)C1CCCCC1	-4%	9%	2%	i	5%
COc1ccc(CNCCC(c2ccc(OC(C)C)cc2)C(C)C)cc1OC (stereo not drawn)	u	7%	6%	i	u
CC(Oc1ccc(C#N)cc1)C(=O)Nc1ccc(-n2cnnn2)cc1 (stereo not drawn)	x	x	-9%	8.0%	x
N#Cc1ccc(N2Cc3ccccc3C2=NC(=O)c2cccnc2Cl)cc1	-8%	4%	3%	i	26%
C=CCn1c(CC#N)nnc1N1CCOCC1	1%	8%	-4%	0.5%	3%
O=C(CN1CCOCC1)N1CCN(S(=O)(=O)c2ccccc2)C1c1ccccc1 (stereo not drawn)	-10%	-5%	-1%	1.1%	-6%	inhibitors of VEEV 10K pilot screen=5.8
Cc1onc(-c2ccccc2Cl)c1C(=O)NNC(=O)C1CCN(Cc2ccccc2)CC1	1%	24%	2%	0.6%	-2%
CCSc1oc(-c2ccco2)nc1S(=O)(=O)c1ccccc1	5%	13%	-6%	i	12%
CCc1cc(=O)oc2cc(OC(C)C(=O)O)c(Cl)cc12 (stereo not drawn)	-5%	1%	9%	3.6%	-3%
CCC(C)(O)c1[nH]c2ccc(C#N)cc2c1C (stereo not drawn)	-4%	2%	11%	0.4%	4%
Cn1c(=N)n(CC(O)c2cccc3ccccc23)c2ccccc21 (stereo not drawn)	1%	13%	6%	2.2%	44%
CN1C(C(=O)Nc2ccccn2)=C(O)c2ccccc2S1(=O)=O	9%&22%	4%&-1%&-7%	1%	2.1%	9%&19%
COCCCN=Cc1c(O)[nH]c(=S)[nH]c1=O	8%	6%	0%	1.2%	3%
COC(=O)[C@H]1[C@@H](C)N(Cc2ccccc2)C(=O)N[C@H]1c1ccccc1	-2%	2%	1%	0.0%	14%	inhibitors of VEEV 10K pilot screen=1.0
COc1ccc(C(C(=O)NC(C)(C)C)N(C(=O)CNC(=O)c2cccs2)c2cccnc2)cc1OC (stereo not drawn)	-12%	6%	9%	i	-18%
COc1ccccc1CNC(=O)c1cccc(S(=O)(=O)N(C)c2ccccc2)c1	-5%	x	9%	7.0%	10%
COC(=O)Cc1c(O)ccn(Cc2ccc(Cl)c(Cl)c2)c1=O	-4%	2%	0%	4.7%	2%
CCCCCC(=O)Nc1ccc2oc(-c3ccncc3)nc2c1	55%	0%	-18%	3.3%	-14%
COc1ccc(CNc2nc(NCc3ccc(OC)cc3)n(S(C)(=O)=O)n2)cc1	3%	6%	-1%	0.8%	4%
COCC(=O)Nc1c(C(=O)Nc2ccccc2OC)oc2ccccc12	-8%	-6%	-2%	2.3%	-3%
Cc1[nH]n(C)c(=O)c1N=Nc1ccc(S(C)(=O)=O)cc1	-4%	3%	0%	i	-7%
Cc1c(Cl)cccc1S(=O)(=O)N1CCC(C(=O)NNC(=O)C2CC2)CC1	-10%	7%	2%	0.5%	-14%
Cc1ccc(C(=O)NC(C)C(c2cccs2)N2CCCC2)s1 (stereo not drawn)	8%	-17%	0%	10%	14%
CC1(C)C(=O)Nc2ccccc2N1C(=O)CSc1ncccn1	-8%	-10%	1%	0.3%	-8%
Cc1ccccc1CSCC(=O)NC1CCCC1	-7%	7%	-3%	0.9%	14%
CCC(C)(C)c1ccc(OCCN2C(=O)NC(C)(C)C2=O)cc1	0%	3%	-1%	i	11%
COc1cc(NC(=O)c2ccc(C)cc2C)ccc1NC(=O)c1cc2ccccc2o1	7%	-3%	17%	0.7%	2%
O=C(NNC1CCN(Cc2ccccc2)CC1)c1ccccc1	x	x	-19%	i	x
Cc1cc(C)nc(CCNC(=O)c2cc(COc3ccc(F)cc3Cl)on2)n1	4%	16%	1%	0.0%	17%
COc1ccccc1NS(=O)(=O)c1ccc2c(c1)CCN2C(=O)CCC(=O)O	0%	-3%	-1%	0.9%	0%
CC(OC(=O)/C=C/c1ccccc1)C(=O)N1CCc2ccccc21 (stereo not drawn)	11%	-3%	8%	0.6%	1%
COc1ccc(OC)c2sc(N(CCCN(C)C)C(=O)CCS(=O)(=O)c3ccccc3)nc12	9%	11%	5%	0.6%	48%
CC(C)c1ccc(NC(=O)CCNS(=O)(=O)c2ccc3[nH]c(=O)oc3c2)cc1	2%	10%	-4%	2.4%	29%
Nc1nonc1-n1nncc1-c1ccccc1	-2%	-5%	1%	1.2%	11%
CC(C)c1ccc(N(C(=O)c2csnn2)C(C(=O)NC2CCCC2)c2cccnc2)cc1 (stereo not drawn)	0%	7%	-12%	i	2%
CCc1cc2c(NCCN3CCCCC3)ncnc2s1	-3%	-10%	-3%	0.6%	3%
CC1CCc2cc(F)ccc2N1C(=O)c1cccs1 (stereo not drawn)	1%	-8%	-8%	i	0%
O=C(OCC(=O)N1CCN(c2ccccc2)CC1)c1cnc(Cl)c(Cl)c1	20µM*	9%	x	x	4.7µM*
COc1ccc(Nc2nc(C(=O)N3CCc4cc(OC)c(OC)cc4C3)cs2)cc1	24%	2%	5%	3.7%	13%
O=C(O)c1ccc(CSCc2ccccc2Cl)o1	-1%	2%	-6%	i	15%
Clc1ccc(Cl)c(-c2nn3c(Cn4cnc5ccccc54)nnc3s2)c1	4%	2%	0%	0.3%	-1%
COc1cccc(-n2c(SCC(N)=O)nnc2-c2ccncc2)c1	7%	-2%	-10%	0.5%	6%
CN(C)c1ccc(C(CNS(=O)(=O)c2ccc([N+](=O)[O-])cc2)N2CCCC2)cc1 (stereo not drawn)	-1%	2%	20%	0.1%	8%
Cc1ccc(C)c(NS(=O)(=O)c2ccc(OCC(=O)NCc3cccnc3)cc2)c1	-2%	7%	0%	7.7%	51%
C/C(=N/NC(=O)c1ccccc1)C1=C(O)CC(C)(C)CC1=O	6%	-6%	-5%	0.8%	18%
CCOC(=O)CC(NC(=O)C1c2ccccc2Oc2ccccc21)c1ccc(C)cc1 (stereo not drawn)	2%	-3%	-5%	i	6%

Screening data (PubChem BioAssay)
